# PAFAH1B2 inh: inhibitors of human PAFAH1B2; inhibition, % at 3.39 µM; actives 1.2% (n = 340,000); recombinant PAFAH1B2, FP-rhodamine activity probe, fluorescence polarization; AID 492953; P68402;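 active = inhibition above the mean of all tested compounds plus 3 SD, cut at about 24% in these data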;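 note: 0% = enzyme with DMSO and 100% = wells lacking PAFAH1B2; many of its hits are not listed in these tables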
# PAFAH2 inh: PAFAH2 (human) inhibition; inhibition, % at 3.39 µM; recombinant PAFAH2, FP-rhodamine activity probe, fluorescence polarization; Q99487; actives 0.99% (n = 340,000);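 active = inhibition above the mean over all tested compounds plus 3 SD, cut at about 30% in these data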;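 note: inhibitors block probe labeling of enzyme so polarization drops; 0% = enzyme with DMSO and 100% = wells lacking PAFAH2 protein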
# pPAFAH inh: pPAFAH (human) enzyme inhibition; Q13093; recombinant pPAFAH, FP-rhodamine probe fluorescence polarization; inhibition, % at 3.39 µM; actives 1.5% (n = 330,000);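 active = inhibition above the mean inhibition across the screen plus 3 SD, cut at about 25% in these data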;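 note: inhibitors block binding of the rhodamine activity-based probe so polarization drops; 0% = enzyme with DMSO and 100% = wells lacking pPAFAH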
# Target sequence (Q13093 whole entry, looked up): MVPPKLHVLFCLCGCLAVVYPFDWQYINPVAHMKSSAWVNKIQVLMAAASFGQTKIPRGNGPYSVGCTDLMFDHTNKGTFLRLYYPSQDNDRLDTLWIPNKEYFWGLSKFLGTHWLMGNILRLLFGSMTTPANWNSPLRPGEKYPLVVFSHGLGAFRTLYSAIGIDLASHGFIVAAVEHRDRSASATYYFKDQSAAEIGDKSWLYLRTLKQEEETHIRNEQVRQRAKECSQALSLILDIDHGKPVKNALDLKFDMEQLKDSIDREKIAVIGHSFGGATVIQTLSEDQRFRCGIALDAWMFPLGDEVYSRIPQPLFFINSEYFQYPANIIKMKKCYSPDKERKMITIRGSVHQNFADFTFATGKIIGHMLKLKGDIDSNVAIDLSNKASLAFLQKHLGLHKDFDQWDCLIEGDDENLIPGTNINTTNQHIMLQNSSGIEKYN
# LYPLA1 inh: counter-screen for PME1 inhibitors: inhibitors of human LYPLA1 | AID 2174 | inhibition, % at 5.9 µM | recombinant LYPLA1, FP-Rh probe fluorescence polarization | O75608 | actives 0.16% (n = 320,000);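 active = inhibition above the mean of all tested compounds plus 3 SD, set per campaign, cut at about 14% in these data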;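 note: inhibitors block serine hydrolase probe labeling of LYPLA1 so polarization falls; 0% = enzyme with DMSO and 100% = wells lacking LYPLA1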
# Target sequence (O75608 whole entry, looked up): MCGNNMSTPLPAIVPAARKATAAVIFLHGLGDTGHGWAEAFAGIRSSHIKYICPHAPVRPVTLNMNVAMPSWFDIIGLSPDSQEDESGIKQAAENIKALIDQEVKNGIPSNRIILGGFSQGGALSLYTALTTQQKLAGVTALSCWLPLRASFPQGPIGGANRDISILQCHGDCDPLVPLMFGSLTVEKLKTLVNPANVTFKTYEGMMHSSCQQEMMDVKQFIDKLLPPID
# PME-1 inh: blocks human protein phosphatase methylesterase 1; Q9Y570; recombinant PME-1, FP-Rh probe fluorescence polarization; inhibition, % at 5.9 µM; actives 0.53% (n = 320,000); AID 2130;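 active = inhibition above the campaign mean of all compounds plus 3 SD, cut at about 26% in these data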;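 note: competitive labeling of PME-1 active site by serine hydrolase directed probe; 0% = PME-1 with DMSO and 100% = wells lacking PME-1 enzyme; inhibitors block probe labeling so polarization falls and inhibition rises; many of its hits are not listed in these tables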
# PAD4 FP inh: PAD4 (human) enzyme inhibition | Q9UM07 | recombinant PAD4, RCA probe fluorescence polarization | inhibition, % at 6.36 µM | actives 0.41% (n = 330,000) | AID 485272;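 active = percent inhibition above a cutoff equal to the mean of all tested compounds plus 3 SD, cut at about 15% in these data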;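 note: 0% = PAD4 with RCA probe and DMSO and 100% = probe without PAD4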
# Fam108B inh: blocks mouse Fam108B hydrolase in RBBP9 counter-screen | recombinant Fam108B, FP-Rh probe fluorescence polarization | inhibition, % at 9.51 µM | actives 0.33% (n = 300,000) | AID 1947;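 active = inhibition above the screen mean inhibition plus 3 SD, computed separately per campaign, cut at about 18% in these data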;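 note: inhibitors lower polarization as less probe binds the enzyme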
# PAFAH1B3 FP inh: blocks human PAF acetylhydrolase 1B catalytic subunit 3 | Q15102 | recombinant PAFAH1B3, FP-rhodamine probe, fluorescence polarization | inhibition, % at 3.39 µM | actives 0.28% (n = 340,000) | AID 492972;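 active = inhibition above the screen-wide average of all tested compounds plus 3 SD, cut at about 25% in these data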;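 note: 0% = enzyme with DMSO only and 100% = wells lacking PAFAH1B3 protein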
# Target sequence (Q15102 whole entry, looked up): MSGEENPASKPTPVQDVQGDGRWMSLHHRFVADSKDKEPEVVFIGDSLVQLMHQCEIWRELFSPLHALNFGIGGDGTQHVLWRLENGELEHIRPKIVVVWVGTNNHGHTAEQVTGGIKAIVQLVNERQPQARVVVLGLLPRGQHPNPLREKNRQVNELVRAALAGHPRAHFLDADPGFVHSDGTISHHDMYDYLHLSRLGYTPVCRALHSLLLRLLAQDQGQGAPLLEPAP
# GSTO1 counter: counter-screen for RBBP9 inhibitors: inhibitors of human GSTO1. P78417. recombinant GSTO1, activity-based probe fluorescence polarization. inhibition, % at 5.96 µM. actives 1.1% (n = 300,000). AID 1974;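 active = inhibition above the campaign mean inhibition plus 3 SD, cut at about 35% in these data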;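 note: 0% = GSTO1-1 with DMSO and 100% = wells lacking GSTO1-1 enzyme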
# The depositor's hits bear a star; x = not tested or not shown; & = joins results of further samples. Some of the compounds tested. The share of hits here may be higher or lower than overall.
nr	Structure	PAFAH1B2 inh	PAFAH2 inh	pPAFAH inh	LYPLA1 inh	PME-1 inh	PAD4 FP inh	Fam108B inh	PAFAH1B3 FP inh	GSTO1 counter
1	CCOc1ccccc1OCC(=O)Nc1ccc2[nH]c(=O)[nH]c2c1	0.6	0.2	-1.2	-0.7	1.2	-4.0	x	3.1	x
2	CC1(c2ccc3ccccc3c2)NC(=O)N(CC(=O)NCC(C)(C)N2CCOCC2)C1=O (centres undefined)	-1.8	-1.9	6.2	0.2	1.1	0.4	-0.9	5.7	2.9
3	CN(NC(=O)c1ccccc1)c1ncc(C(F)(F)F)cc1Cl	x	x	-0.5	2.5	-0.5	-4.3	2.7	x	-1.1
4	O=C(CCCN1C(=O)/C(=C\c2ccco2)SC1=S)Nc1ccc(O)cc1C(=O)O	19.4	38.7*	68.1*	-2.1	-42.8	-20.3	19.6*	3.0	22.8
5	CC(C)Cn1cnc2c1c(=O)n(CC(O)c1ccccc1)c(=O)n2CC(C)C (centres undefined)	4.3	-5.1	0.3	1.7	0.5	-2.6	-0.5	-5.2	-4.8
6	CCOC(=O)c1cccc(N2C(=O)C3C(C2=O)C2C=CC3C23CC3)c1 (centres undefined)	-0.5	-5.6	6.6	-3.0	-2.4	6.9	-0.2	0.8	-0.4
7	O=C(O)c1ccccc1N/N=C\c1ccnc2ccccc12	13.0	14.8	11.6	4.0	13.4	-8.8	5.6	16.3	-12.8
8	O=C(CNCc1ccco1)Nc1ccccc1-n1cccc1	-1.8	-2.0	3.8	4.2	-3.1	-2.6	-0.2	3.7	-0.9
9	CC(C)C[C@@H](CO)N1CCN(CCCc2ccccc2)CCC1=O	-1.4	4.8	-1.5	3.2	-0.2	3.7	-3.1	2.1	4.0
10	COc1ccc2c(c1)c1c(n2C(C)=O)C(OC(C)=O)=NCC1	6.0	2.0	6.8	-1.8	2.4	-1.3	-0.2	0.4	-4.2
11	Cc1nnsc1C(=O)Nc1ccc(Cl)cc1	3.5	1.4	3.3	-2.7	-1.8	-2.4	0.0	-0.5	-0.9
12	Cc1[nH]n(-c2ccccc2)c(=O)c1/C=N/NC(=O)C(C)C	-1.8	-0.7	6.5	-2.7	-1.5	-12.4	-0.6	6.7	7.2
13	CCOC(=O)C1=C(COC(=O)c2cccc(NC(C)=O)c2)NC(=O)NC1C (centres undefined)	1.9	6.1	1.2	0.3	-5.4	-4.2	-2.5	2.7	0.3
14	CCOC(=O)c1sc(NC(=O)CSc2nncn2C)nc1C	1.6	5.8	3.8	-0.1	1.1	3.1	-2.5	6.1	2.6
15	CCN(Cc1ccccc1)S(=O)(=O)c1ccc(S(=O)(=O)N(Cc2cccc(OC)c2)CC2CCCO2)cc1 (centres undefined)	-3.2	4.5	3.8	-0.6	-4.7	-2.1	-3.5	5.4	-0.4
16	Cc1nc(NC2CCCC2)sc1C(=O)N(C)C	-0.7	-1.2	3.2	0.2	-0.1	2.4	5.4	5.8	-1.9
17	CC(C)Sc1nnc(-c2c[nH]c3ccccc23)n1C	3.0	-3.8	4.7	-0.1	-1.8	0.4	0.2	-0.2	2.1
18	Cn1c(Cc2cccs2)nnc1SCC(=O)N1CCc2ccccc21	5.0	-1.6	2.1	1.4	1.2	3.8	-3.5	11.6	-5.2
19	Cc1ccc(NC(=S)N(CCN(C)C)Cc2cc3cccc(C)c3[nH]c2=O)cc1	2.6	-6.7	-3.2	-6.4	-1.4	-1.5	5.4	1.7	-8.1
20	O=c1oc(-c2ccc(F)cc2)nc2ccsc12	-2.2	47.9*	-0.8	-9.6	-9.3	0.8	-2.6	6.7	-10.7
21	O=C(NCc1ccco1)c1cc(-c2cccs2)on1	-4.4	3.9	1.5	0.4	0.8	1.3	6.4	5.1	-3.8
22	C=C(Br)Cn1c(CCCC)nc2ccccc21	14.3	-6.7	4.7	2.3	6.5	-0.9	-0.7	0.2	11.6
23	CC1CCN(c2oc(-c3cccc4ccccc34)nc2C#N)CC1	5.1	-3.1	0.4	0.8	-0.8	0.6	8.0	5.7	5.7
24	CC(=O)Nc1ccc(NC(=O)CC(NC(=O)c2ccccc2)c2ccccc2)cc1 (centres undefined)	-1.1	0.8	6.1	5.8	-0.8	-6.0	-7.2	4.2	-8.6
25	CC1CCCN(c2ccc(C(=O)NCc3ccc4c(c3)OCO4)cc2[N+](=O)[O-])C1 (centres undefined)	7.2	-9.4	13.7	-9.4	-4.7	-1.2	-2.9	5.3	-5.6
26	COc1ccc(CNC(C)C(=O)Nc2ccc3ccccc3c2)cc1OC (centres undefined)	0.1	-6.5	1.8	-1.3	7.2	-1.4	2.3	2.2	2.0
27	O=C(O)CSc1ccc(S(=O)(=O)N2CCCC2)cn1	2.9	3.8	5.7	1.1	-1.9	3.6	x	2.8	x
28	Nc1nn2cc(-c3ccccc3)nc2c2ccccc12	-0.5	-1.4	-1.3	0.7	2.7	1.9	-0.5	3.7	-15.9
29	Cn1c(SCC(=O)Nc2ccc3nc(SCC(=O)N4CCCC4)sc3c2)nnc1-c1ccccc1	x	x	6.0	-1.5	-2.9	1.1	0.8	x	-5.2
30	CCC(C)N(C(=O)COC(=O)c1cn(CC)c2nc(C)ccc2c1=O)C1CCS(=O)(=O)C1 (centres undefined)	0.6	6.9	3.2	-3.1	-3.6	-4.2	-4.8	14.6	6.6
31	CS(=O)(=O)c1cccc(C(=O)OCC(=O)NC(=O)Nc2ccccc2F)c1	5.6	-1.3	-2.0	x	x	0.7	x	5.8	x
32	C=CCn1c(SCC(=O)NC(=O)c2cccn2C)nc2ccccc2c1=O	5.9	-0.6	2.9	-1.0	0.3	8.9	1.9	-1.7	3.1
33	Cc1ccc(Cn2c(NCCCn3ccnc3)nc3c2c(=O)n(C)c(=O)n3C)cc1	2.6	-17.5	4.9	-0.2	-0.1	-0.4	0.3	4.1	-0.9
34	Cc1ncc(CN2CCN(C(C)C)C(CCO)C2)s1 (centres undefined)	7.4	-5.9	0.1	2.3	0.6	-2.9	-0.1	7.8	4.7
35	CN(C)/C=C1\C(=O)Oc2ccccc2C1=O	x	x	0.5	0.1	5.5	-1.6	-3.6	x	-6.5
36	Cc1cc(OCC(O)CN2CCN(C)CC2)ccc1C(C)C (centres undefined)	2.6&8.1	3.4&4.3	1.9	0.1	-2.9	-0.2	-0.6	3.4&10.3	-6.3
37	COC(=O)c1ccc(COC(=O)c2nn(C)c(=O)c3ccccc23)cc1	8.8	-0.2	-5.1	6.6	-0.5	-4.8	5.9	8.6	6.9
38	Cc1cc(C)c2nc(C)cc(N/N=C/c3ccc(O)cc3)c2c1	-2.4	0.6	3.2	-4.8	11.2	-1.4	4.6	10.6	8.4
39	Cc1nc(-c2ccc(C(=O)N3CCOCC3)cc2)cs1	0.7	-13.6	-0.1	2.4	-1.3	0.3	4.7	7.1	-1.6
40	CCc1nnc(NC(=O)c2cccc(S(=O)(=O)N3CCN(c4ccccc4)CC3)c2)s1	6.3	-5.2	4.5	-8.0	-3.4	2.0	-9.1	2.5	-8.6
41	Cc1ccc(C2=N/C(=C\c3ccc(OS(=O)(=O)c4ccc(C)cc4)cc3)C(=O)O2)cc1	3.2	-4.0	-0.9	-2.4	10.3	2.9	3.8	-4.5	30.3
42	CC(C)c1ccc(OCC(=O)N(Cc2ccccc2)c2ccccn2)cc1	2.5	-7.0	3.6	-0.5	-1.0	-3.9	-1.7	0.5	1.6
43	COCCOC(=O)c1c(NC(=O)CNCc2ccco2)sc(C(N)=O)c1C	-2.8	-0.7	1.9	1.6	0.7	-2.6	-0.5	0.2	6.2
44	Cc1cc(F)ccc1S(=O)(=O)Nc1ccccc1C(=O)NCc1cccnc1	1.6	4.9	3.6	0.2	-2.7	1.0	-6.8	8.4	-0.5
45	COc1ccc(CNC(=O)COC(=O)c2ccc3c(c2)OCCO3)cc1	-2.7	7.4	3.0	-1.9	-1.3	-2.2	5.5	5.9	11.3
46	CCOc1cc(C2C3=C(CC(C)(C)CC3=O)Nc3n[nH]c(C)c32)ccc1O (centres undefined)	1.7	6.1	5.5	-0.1	0.2	2.4	2.0	11.5	3.1
47	CCOC(=O)N1CCN(C(=O)c2ccc3c(c2)N(Cc2cccc(Cl)c2)C(=O)c2ccccc2S3=O)CC1 (centres undefined)	0.7	-4.8	4.9	-1.7	14.3	-0.2	0.5	-4.2	-1.5
48	Cc1ccc(-c2nc(SCC(=O)NCC3CCCO3)c(-c3ccc(Cl)cc3)[nH]2)cc1 (centres undefined)	2.4	-0.8	4.8	3.4	17.1	-0.6	2.2	6.4	0.3
49	Brc1cccc(OCCCCN2CCCCC2)c1	-2.3	1.7	3.7	0.3	-1.2	1.9	1.6	4.1	-2.3
50	NC(=O)C1=C[C@H](c2ccc(C(F)(F)F)cc2)C[C@H](OCCCCO)O1	4.5	-1.1	5.7	-1.9	9.9	-2.2	-0.3	-3.2	7.2
51	O=C(C1=C[C@H](c2ccccc2)C[C@H](OCc2ccc(CO)cc2)O1)N1CCN(Cc2ccccc2)CC1	4.4	-6.7	3.5	0.6	0.0	-5.0	-0.7	-0.2	2.3
52	COc1cccc(NC(=O)c2ccc(N3C(=O)C4CC=C(C)CC4C3=O)cc2)c1 (centres undefined)	0.8	2.4	3.1	0.6	1.2	-2.3	1.7	-9.0	2.9
53	CC1(C(=O)NNC(=O)c2ccc([N+](=O)[O-])cc2)CC1(Br)Br (centres undefined)	-1.0	8.9	3.6	0.7	3.9	-2.2	-4.0	10.1	5.9
54	O=C(/C=C/c1ccc(Cl)cc1)c1cccnc1	-5.1	6.7	-2.9	0.1	4.4	-3.8	-0.3	3.4	-7.1
55	COc1cccc(C(=O)NCCSc2ccc(C)cc2)c1	19.0	1.6	-0.7	-4.0	-6.3	-1.3	4.3	11.8	4.2
56	Cc1ccc(S(=O)(=O)N2CCN(c3ccc([N+](=O)[O-])c4cccnc34)CC2)cc1	8.2	0.9	-8.0	-1.5	-5.0	-4.1	-4.0	5.3	-1.1
57	CCCCSc1nnc(CCCCCNC(=O)OC(C)(C)C)o1	2.0	-1.6	2.1	-0.1	-0.6	-0.7	3.8	2.6	5.9
58	COc1ccccc1CCC(=O)N(C)CC(=O)Nc1ccc(F)cc1	-3.4	-4.5	1.7	3.8	2.1	-3.6	0.6	1.5	3.5
59	Cc1cc(OCC(=O)NCCCN2CCOCC2)cc(C)c1Cl	1.6	3.9	-0.7	-1.6	2.1	0.6	-1.4	5.0	3.7
60	C=CCN1CCN(C(=O)c2oc3ccccc3c2C)CC1	3.3	8.9	2.5	-3.5	-0.9	-0.7	2.6	7.2	-0.2

# Next part.
nr	Structure	PAFAH1B2 inh	PAFAH2 inh	pPAFAH inh	LYPLA1 inh	PME-1 inh	PAD4 FP inh	Fam108B inh	PAFAH1B3 FP inh	GSTO1 counter
61	COc1cc2c(cc1OC)CN(C(=S)Nc1cccc(Cl)c1C)CC2	-1.5	-2.3	2.7	2.1	-0.6	1.3	5.2	5.8	7.4
62	CCOc1ccc(C(=O)OCC(=O)Nc2ccc3c(c2)OCCO3)cc1OC	8.3	74.0*	0.4	0.0	5.1	7.0	x	-2.8	x
63	COC(=O)CC1C(=O)NC2CCCCC2N1C(=O)CCl (centres undefined)	x	x	-0.4	0.6	-4.4	3.6	1.3	x	54.0*
64	Cn1c2ccccc2c2c(C(=O)NCc3ccco3)cn(C3CCCCC3)c(=O)c21	-48.9	4.5	7.5	-2.1	0.8	1.3	2.8	5.2	-1.6
65	C=CCN1C(=O)CS/C1=C(\C#N)S(=O)(=O)c1ccc(C)cc1	-18.8	-17.1	-10.5	-18.7	-41.4	-112.8	-33.5	-24.6	-31.8
